# Screening results: PubChem BioAssay, The Scripps Research Institute Molecular Screening Center
# FBW7 act: activators of human E3 ligase FBW7; AID 1259310; 0.13% of 650,000 active; Q969H0; normalized activity (activation), % at 26.1 µM; AlphaScreen FBW7–phospho-cyclin E peptide binding, activator screen; in the data active = normalized activity above about 1.9%;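 also: purified mutant Fbw7 with reduced substrate affinity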
# Target sequence (Q969H0 whole entry, looked up): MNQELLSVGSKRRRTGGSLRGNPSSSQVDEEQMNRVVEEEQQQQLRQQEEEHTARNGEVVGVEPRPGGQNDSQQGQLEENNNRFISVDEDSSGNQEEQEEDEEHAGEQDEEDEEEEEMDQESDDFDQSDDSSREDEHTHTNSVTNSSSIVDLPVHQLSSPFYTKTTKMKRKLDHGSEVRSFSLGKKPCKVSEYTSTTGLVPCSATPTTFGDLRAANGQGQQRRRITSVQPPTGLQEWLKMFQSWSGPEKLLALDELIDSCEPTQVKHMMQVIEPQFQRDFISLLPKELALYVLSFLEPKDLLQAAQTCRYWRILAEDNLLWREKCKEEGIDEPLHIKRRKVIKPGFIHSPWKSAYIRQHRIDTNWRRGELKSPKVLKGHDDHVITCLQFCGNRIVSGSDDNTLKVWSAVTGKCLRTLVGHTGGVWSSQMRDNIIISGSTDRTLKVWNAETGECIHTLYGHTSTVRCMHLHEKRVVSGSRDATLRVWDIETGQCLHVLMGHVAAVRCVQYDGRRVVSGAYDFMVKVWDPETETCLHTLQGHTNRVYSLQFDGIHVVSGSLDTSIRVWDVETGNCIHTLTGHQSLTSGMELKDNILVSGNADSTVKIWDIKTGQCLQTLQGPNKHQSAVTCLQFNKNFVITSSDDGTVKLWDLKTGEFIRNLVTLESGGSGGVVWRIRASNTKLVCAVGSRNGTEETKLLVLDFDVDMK
# TEAD-YAP inh: TEAD-YAP interaction inhibition; HEK-TIYL cells, TEAD-Gal4/YAP UAS-luciferase luminescence; inhibition, % at 9.12 µM; 1.4% of 640,000 active; in the data active = inhibition above about 32%;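 also: 0% = median of test compound wells and 100% = reference inhibitor wells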
# GPR151 activ: activates the human receptor GPR151; Q8TDV0; PathHunter beta-arrestin GPR151 cells, luminescence; activation, % at 11.2 µM; 1% of 650,000 active; AID 1508602; in the data active = activation above about 4.9%;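 also: 0% = median of compound wells and 100% = cells with positive control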
# Target sequence (Q8TDV0 whole entry, looked up): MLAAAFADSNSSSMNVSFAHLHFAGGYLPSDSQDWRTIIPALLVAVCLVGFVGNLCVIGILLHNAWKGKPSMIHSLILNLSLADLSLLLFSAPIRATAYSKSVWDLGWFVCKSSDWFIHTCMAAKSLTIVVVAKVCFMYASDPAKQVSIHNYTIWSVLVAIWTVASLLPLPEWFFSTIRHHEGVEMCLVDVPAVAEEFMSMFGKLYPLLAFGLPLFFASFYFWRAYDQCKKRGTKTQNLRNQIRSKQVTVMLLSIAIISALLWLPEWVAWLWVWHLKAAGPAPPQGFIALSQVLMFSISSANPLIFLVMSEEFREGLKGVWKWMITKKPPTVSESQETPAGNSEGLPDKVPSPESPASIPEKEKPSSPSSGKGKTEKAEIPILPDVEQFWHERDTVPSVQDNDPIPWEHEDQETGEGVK
# MITF primary: inhibitors of human MITF. 0.91% of 650,000 active. O75030. inhibition, % at 2.6 µM. AlphaScreen MITF homodimerization, bead proximity signal; in the data active = inhibition above about 50%;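 also: 0% = vehicle wells with protein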
# An asterisk follows results filed as active; & = joins results of further samples. An unsorted share of the library; 3.4% or so of the library scored in one or more.
# The first 5 records as a preview:
SMILES,FBW7 act,TEAD-YAP inh,GPR151 activ,MITF primary
CCOc1ccccc1C(=O)Nc1c2c(nn1-c1ccc(F)cc1)CSC2,-0.1,-10.3,-1.0,-2.7
CCOC(=O)/C(C#N)=C/c1ccc(OCc2c(C)no[n+]2[O-])cc1,-0.2,15.2,0.8,-6.6
O=C1c2cccnc2C(=O)N1Cc1ccc(S(=O)(=O)NC2CCCc3ccccc32)cc1 (stereo unspecified),-0.3,-6.4,1.4,3.4
O=C(Nc1ccc2c(c1)C(=O)NC2=O)c1ccc(-c2nc3ccccc3s2)s1,0.4,3.0,2.4,9.7
CSc1nc2ccc3nc(NC(=O)c4coc5ccccc5c4=O)sc3c2s1,0.5,-0.2,-2.5,4.4

# This part in full (from the top)
SMILES,FBW7 act,TEAD-YAP inh,GPR151 activ,MITF primary
CCOc1ccccc1C(=O)Nc1c2c(nn1-c1ccc(F)cc1)CSC2,-0.1,-10.3,-1.0,-2.7
CCOC(=O)/C(C#N)=C/c1ccc(OCc2c(C)no[n+]2[O-])cc1,-0.2,15.2,0.8,-6.6
O=C1c2cccnc2C(=O)N1Cc1ccc(S(=O)(=O)NC2CCCc3ccccc32)cc1 (stereo unspecified),-0.3,-6.4,1.4,3.4
O=C(Nc1ccc2c(c1)C(=O)NC2=O)c1ccc(-c2nc3ccccc3s2)s1,0.4,3.0,2.4,9.7
CSc1nc2ccc3nc(NC(=O)c4coc5ccccc5c4=O)sc3c2s1,0.5,-0.2,-2.5,4.4
CCOC(=O)c1cccc(NS(=O)(=O)c2cc3c(cc2C)NC(=O)CO3)c1,0.1,1.8,0.6,9.8
CC(Oc1ccccc1)C(=O)N1CCCc2ccccc21 (stereo unspecified),0.1,-4.7,0.0,5.0
C=CCOC(=O)COc1ccc2c(C)c(C)c(=O)oc2c1,0.1,10.1,0.5,1.2
O=C(Cn1c2ccccc2c(=O)c2ccccc21)Nc1ccc2c(c1)CCC2,0.0,-2.1,-0.2,13.3
COc1ccc(Cc2nnc(C(=O)NC3CC3)o2)cc1OC,-0.1,-14.1,0.5,4.1
COc1ccc(CN2CCc3nnc(CNC(=O)c4ccccn4)n3CC2)cc1C,-0.1,1.9,-0.2,-2.9
O=C(c1ccccc1Cl)N1N=C2CCCCC2C1(O)C(F)(F)F (stereo unspecified),0.6,5.5,-1.1,22.0
CN(C)c1cccc(Nc2cc(Nc3ccc4c(c3)OCO4)ncn2)c1,-0.1,-37.2,0.0,16.1
O=C(NCC(O)COc1ccc(Cl)cc1)c1cc(-c2ccc3[nH]ncc3c2)ccn1 (stereo unspecified),0.0,5.3,-0.3,9.0
COc1ccc([N+](=O)[O-])cc1NC(=O)CN(c1ccccc1Cl)S(C)(=O)=O,0.0,1.6,2.3,0.2
Cc1ccc(Cl)c(OCC(=O)Nc2ccc3c(c2)OCCO3)c1,0.8,-55.3,-1.0,-11.0
CC(C)(C)NC1CCC(=O)N(Cc2cc3c(cc2Cl)OCO3)CC1 (stereo unspecified),0.1,-10.5,-0.4,21.1
N#Cc1cc(Sc2nc3ccccc3s2)c(N2CCOCC2)cc1C#N,0.2,-10.2,2.1,3.1
c1ccc2c(Nc3nc(Nc4ccc5c(c4)OCO5)c4[nH]cnc4n3)nccc2c1,0.0,8.1,-0.2,4.1
Cc1cc(C)n(-c2cc(N3CCCCC3)ccc2[N+](=O)[O-])n1,-0.2,1.1,-0.7,-1.3
COc1ccc(CN2CCCC2)c(OC)c1OC,0.2,-1.0,0.1,12.6
Nc1[nH]nc2nc(N3CCCCCC3)nc(-c3ccccc3)c12,0.1,-29.6,1.3,9.2
CN(C(=O)c1ccc(S(=O)(=O)N2CCCC2)cc1)c1ccccc1,-0.1,3.0,0.7,1.4
COCCN1C(=O)c2cccc3c(Cl)ccc(c23)C1=O,0.6,-3.0,3.6,-13.4
CCOc1ccccc1CN1CCc2c(nc(N3CC(C)OC(C)C3)[nH]c2=O)C1 (stereo unspecified),0.7,-1.9,-0.9,-3.3
Cc1cccc(NC(=O)c2c(C)nc3ccccn23)c1C,1.0,-12.3,-1.3,0.7
CCCOC1C(C2COC(C)(C)O2)OC2OC(C)(C)OC21 (stereo unspecified),0.1,7.5,-1.6,14.4
COC(=O)C1=NN(c2ccccc2OC)C2C(=O)N(c3ccccc3OC)C(=O)C12 (stereo unspecified),0.4,-13.0,-1.2,-1.4
COc1ccc(OC)c(NC(=O)COC(=O)c2ccc(Cl)cc2[N+](=O)[O-])c1,-0.5,9.8,2.6,-0.5
O=C(Nc1ccc2oc(-c3ccncc3)nc2c1)c1ccc([N+](=O)[O-])cc1Cl,0.1,9.4,0.2,8.9

# Next part; it opens with the 2 that closed the last part.
SMILES,FBW7 act,TEAD-YAP inh,GPR151 activ,MITF primary
COc1ccc(OC)c(NC(=O)COC(=O)c2ccc(Cl)cc2[N+](=O)[O-])c1,-0.5,9.8,2.6,-0.5
O=C(Nc1ccc2oc(-c3ccncc3)nc2c1)c1ccc([N+](=O)[O-])cc1Cl,0.1,9.4,0.2,8.9
CC(C)(C)C1CCc2c(sc(NC(=O)c3cc4n(n3)C(C(F)(F)F)CC(c3ccc5c(c3)OCO5)N4)c2C#N)C1 (stereo unspecified),0.0,5.6,0.4,-2.2
COc1ccc(N2C(=O)/C(=C/c3ccc(OCC(=O)O)c(OC)c3)NC2=S)cc1,-0.2,12.8,-0.2,-3.1
N#C/C(=C\c1ccc2c(c1)OCO2)C(=O)Nc1ccc(Cl)c([N+](=O)[O-])c1,-0.1,4.0,6.0*,16.4
CN1CCN(c2nc(NC3CCCC3)c3ccccc3n2)CC1,0.9,7.1,-1.4,4.4
COc1ccccc1-n1cnc2cc(NC(C)=O)ccc21,-0.2,-5.3,-1.4,-2.1
COc1cc(NC(=O)Nc2nnc(N3CCCCCC3)s2)cc(OC)c1,-0.1,9.6,0.6,2.0
COc1ccc(C2=NCN(c3ccc(C)cc3)C(=S)N2)cc1,-0.1,-39.5,1.1,10.5
O=C(Nc1nc2ccc([N+](=O)[O-])cc2s1)c1ccc(Cl)cc1Cl,0.3,-16.8,-0.1,17.4
COc1ccc(CNC(=O)NC2CCCCC2)cc1,0.0,-4.1,0.7,1.9
CCSc1nnc2c(n1)OC(c1cn[nH]c1-c1ccccc1)Nc1ccccc1-2 (stereo unspecified),-0.1,-14.6,-1.5,17.9
O=C(OCCN1CCCC1)c1ccc(Cl)cc1Cl,-0.1,1.2,0.5,0.4
N#CCc1nc(-c2ccc(-c3ccccc3)cc2)cs1,-0.1,-75.4,0.2,-42.2
S=c1[nH]c(-c2ccccc2)cn1-c1ccccc1,-0.2,-30.2,-1.1,10.2
O=C(c1ccc2c(=O)n(-c3ccc(F)c(Cl)c3)c(=S)[nH]c2c1)N1CCOCC1,0.0,-0.8,-0.8,4.3
Cc1nc2scc(-c3cccs3)c2c(=O)o1,-0.1,7.2,1.5,4.0
c1ccc(-c2cc(NCc3ccco3)n3cnnc3n2)cc1,-0.1,5.2,1.1,0.6
COc1cccc(NC(=O)c2cc3c(s2)-c2ccccc2S(=O)(=O)C3)c1,0.0,-16.6,-0.6,5.9
COc1ccc(N2C(=O)c3ccccc3NC2c2ccc(OC)c(Cn3cc([N+](=O)[O-])cn3)c2)cc1 (stereo unspecified),0.0,-52.9,2.0,-5.9
COc1cccc2cc(-c3csc(NC4CCCCC4)n3)c(=O)oc12,0.5,-7.3,-0.2,2.0
CCN1C(=O)c2cccc3c(NC(=O)c4ccccc4Br)ccc1c23,0.0,5.6,-1.6,5.9
CCN(CC)C(=O)CSc1nc2cc3c(cc2c(=O)n1CCCC(=O)NCCc1ccc(OC)c(OC)c1)OCO3,0.1,3.0,-0.6,5.1
CN(C)CCCN(C(=O)c1ccno1)c1nc2c(Cl)cccc2s1,-0.2,0.9,0.5,1.1
CCCCN(C)C(=O)CCCc1c[nH]c2ccccc12,0.5,-30.4,0.6,21.0
Cc1cccc(N/C(=N/c2nc(C)cc(C)n2)NC(=O)c2ccccc2)c1,-0.1&0.0,5.3&-7.5,-0.2&-0.5,-1.4&-3.4
Cc1ccc(NC(=O)CN2CCC(Cn3cnc4ccccc43)CC2)cc1Cl,-0.3,-4.7,0.0,69.7*
CCOc1ccc(C(=O)Nc2cccc(-c3nc4cc(C)cc(C)c4o3)c2)cc1Br,0.1,-0.4,0.0,7.8
Fc1cccc(-c2nnc3ccc(SCc4ccccc4)nn23)c1,0.0,1.1,1.3,-3.9
CCC1CN(Cc2ccncc2)Cc2cc(OC)ccc2O1 (stereo unspecified),0.0,-9.9,-0.4,5.9
CCc1ccc(C(=O)COC(=O)c2cccs2)cc1,-0.1,-0.5,-2.5,-7.4
O=C(NCCSc1c[nH]c2ccccc12)c1ccc(N2C(=O)CCC2=O)cc1,0.1,3.8,-0.1,-13.2
O=C1N[C@H](Cc2ccc(O)cc2)C(=O)N2CCN(C(=O)c3ccc(OC(F)(F)F)cc3)C[C@H]12,0.0,7.5,2.3,14.8
N#Cc1c(SCC(=O)OCc2ccccc2)nc2c(c1-c1cccs1)CCCC2,0.1,7.8,2.3,4.9
CCOC(=O)C1=C(C)N=c2s/c(=C\c3ccc([N+](=O)[O-])cc3)c(=O)n2C1c1ccccc1 (stereo unspecified),-0.3,6.3,-0.4,4.4
COCCNC(=O)[C@@H]1C[C@H](NC/C=C/c2ccccc2OC)CN1C1Cc2ccccc2C1,-0.1,4.2,0.2,1.6
C=C(C)CONC(=O)c1cnc2scc(C(C)(C)C)n2c1=O,0.1,-7.1,1.1,2.6
Cc1ccc(OCC(=O)N2CCN(S(=O)(=O)c3ccccc3[N+](=O)[O-])CC2)cc1,-0.1,-8.5,-0.4,-1.9
Oc1[nH]c2ccccc2c1/C=N/N1CCCCC1,0.0,0.0,-0.9,4.5
O=C(Nc1ccc(F)cc1)c1cc(S(=O)(=O)N2CCc3ccccc32)ccc1F,0.0,-0.6,-0.3,-5.1
CC(=O)N/C(=C\c1ccc(F)cc1)C(=O)OCc1ccccc1,0.1,8.2,1.2,11.3
O=C(/C=C/c1ccccc1)OC(C(=O)c1ccccc1)c1ccccc1 (stereo unspecified),0.0,12.8,-0.2,-4.3

# Full records as entered above.
# Shown for `Oc1[nH]c2ccccc2c1/C=N/N1CCCCC1` = FBW7 act: 0.0; TEAD-YAP inh: 0.0; GPR151 activ: -0.9; MITF primary: 4.5
# Shown for `Cc1ccc(OCC(=O)N2CCN(S(=O)(=O)c3ccccc3[N+](=O)[O-])CC2)cc1` = FBW7 act: -0.1; TEAD-YAP inh: -8.5; GPR151 activ: -0.4; MITF primary: -1.9

# Later entries
SMILES,FBW7 act,TEAD-YAP inh,GPR151 activ,MITF primary
Cc1cc(C)cc(NC(=O)c2cc(S(=O)(=O)N3CCOCC3)ccc2F)c1,-0.2,16.5,-0.3,2.8
O=C(O)c1nc(-c2cccc(F)c2)n2c1CCCCC2,-0.1,-3.2,-1.1,28.6
CCc1ccccc1NC(=O)C(CC)Sc1nnc(-c2cc(OC)c(OC)c(OC)c2)c(-c2cc(OC)c(OC)c(OC)c2)n1 (stereo unspecified),0.0,-7.5,2.4,11.3
COc1ccc(NC2C=CS(=O)(=O)C2)cc1 (stereo unspecified),0.1,-4.6,-1.1,23.7
CN1CCN(c2ccc(-c3cccc(C(N)=O)n3)cc2)CC1,0.3,-3.8,-1.1,8.3
O=C(CSc1ccc2c3c(cccc13)C(=O)c1ccccc1-2)Nc1ccccc1,0.0,2.5,0.3,-11.4
COc1cccc(C(=O)N2CCN(C(=O)c3cccc(Cl)c3)CC2)c1,0.0,16.0,-0.1,22.3
CN(C)CCNc1nc(Cc2ccccc2)nc2sc3c(c12)CCCC3,0.0,7.5,-1.1,7.8
O=[N+]([O-])c1ccccc1Nc1nc(-c2ccccc2)cs1,-0.8,-48.6,-0.3,45.1
COc1cccc(/C=N/NC(=O)CCC(=O)Nc2cccc(Cl)c2C)c1,-0.1,6.0,0.4,-0.2
C=CCNc1nc(C2COc3ccccc3O2)cs1 (stereo unspecified),0.6,-7.2,-2.3,5.2
O=CN1CCN(C(=O)COc2ccc(Br)cc2)CC1,0.2,1.4,0.7,-10.1
CCN(C(=O)c1cccc(Cl)c1)c1ccccc1,-0.2,5.4,-0.4,9.9
Cc1cc(OCCCCN2CCN(C)CC2)ccc1[N+](=O)[O-],0.1,-7.1,-0.9,55.7*
CC(=O)Nc1ccccc1NC(=O)C(Cl)(Cl)Cl,0.1,9.6,0.9,14.3
Cc1ccc(CNC(=O)CCCn2c(=S)[nH]c3cc4c(cc3c2=O)OCO4)cc1,0.2,6.8,-0.4,10.3
CC(C)N(C(=O)CSc1nc2ccccc2n1CC(=O)NC1CCCC1)C(C)C,-0.1,2.1,0.4,-20.7
CCn1c(=O)c(-c2nc3ccccc3[nH]2)c(O)c2ccccc21,0.1,-11.2,0.8,-10.2
O=C1c2cccc3c(Br)c([N+](=O)[O-])cc(c23)C(=O)N1c1cccc([N+](=O)[O-])c1,-0.1,6.4,-1.4,-6.3
Cc1cc(C(=O)CCl)c(C)n1CC(F)(F)F,-0.1,-10.6,-1.4,-2.3
COc1ccc(Br)cc1S(=O)(=O)N1CCN(c2ccc(N3CCCC3)nn2)CC1,-0.1,6.5,7.7*,2.6
COc1ccc(N2CCN(c3nc4nonc4nc3N3CCOCC3)C(C)C2)cc1 (stereo unspecified),-0.1,2.3,0.9,-0.4
CCOC(=O)c1c(C)n(-c2ccccc2C)c2c1cc(O)c1ccccc12,0.0,-26.3,-2.2,15.2
COc1cc(NC(=O)CCc2nnc3ccc(N4CCN(C)CC4)nn23)cc(OC)c1,0.7,5.9,-1.3,10.8
Cc1ccc(C(=O)Nc2cc(C(N)=O)cc(C(N)=O)c2)cc1S(=O)(=O)N1CCCCC1,0.0,-2.2,6.4*,10.6
